Assay outcomes from PubChem BioAssay.
dFosB activator – activators of delta FosB homodimer, primary screen, biochemical, fluorescence polarization, TAMRA-CDK5 oligo, single point. Protein FosB (Mus musculus), P13346. purified delta FosB; percent of positive-control signal above neutral wells. activation, % at 25 µM. 340,000 compounds, 0.99% hits. AID 493131, 2011;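 active = mean activation above about 17%, with every replicate also reaching it, limit read from the data, passing the limit was not always enough; inconclusive = only one of the two conditions met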;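 also: fluorescence polarization rise as delta FosB binds a TAMRA Cdk5 AP-1 oligo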
Wnt act – Wnt/beta-catenin pathway activators, primary screen, cell-based, plate reader, single point; 300,000 compounds, 1.2% hits; activation, % at 9.35 µM; Wnt/beta-catenin reporter cell assay, activator; AID 743398, 2014; in the data active = activation above about 30%, passing the limit was not always enough; inconclusive = no clear call, values can overlap the other calls;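 also: 0% = neutral control wells and 100% = positive control wells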
MITF act – activators of MITF-driven TRPM1 promoter reporter, primary screen, cell-based, SK-MEL-5, luciferase, single point; SK-MEL-5 TRPM1-promoter luciferase, 24 h; % of positive control, neutral wells = 0; AID 588334, 2011; activation, % at 12.5 µM; 300,000 compounds, 0.75% hits;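 active = mean activation of at least 80% with every replicate also reaching 80%; inconclusive = mean reaches 80% but some replicate falls short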;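 also: 0% = neutral control wells and 100% = parthenolide positive control wells; values of inactives mirror those of a sister screen read the other way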
PvdQ inh – P. aeruginosa PvdQ acylase inhibitors, primary screen, biochemical, fluorescence, plate reader and imaging, single point; inhibition, % at 10 µM; PvdQ acylase [Pseudomonas aeruginosa LESB58]; purified PvdQ acylase; 340,000 compounds, 0.063% hits; in the data active = inhibition above about 30%, passing the limit was not always enough; inconclusive = no clear call, values can overlap the other calls;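 also: 0% = vehicle neutral wells and 100% = reference inhibitor wells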
HTR5A inv ctr – HTR5A inverse agonists in luminescence cell assay, primary screen, counter-screen for OPRM1-OPRD1 heterodimer inverse agonist project, full-deck HTS. HTR5A cell line, inverse agonism. 5-hydroxytryptamine receptor 5A (Homo sapiens), P47898. inhibition, % at 9.3 µM. 340,000 compounds, 0.083% hits. AID 504634, 2011; in the data active = inhibition mostly above about 23%, no sharp cut-off; inactive = mostly below about 18%;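 also: 0% = cells with DMSO and 100% = no-cell wells with DMSO; some compounds called inactive have numbers as strong as hits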
NSD2 HMT inh – NSD2 histone methyltransferase inhibitors, primary screen, biochemical, AlphaScreen, single concentration, set 2. 310,000 compounds, 0.54% hits. inhibition, % at 12.5 µM. NSD2 peptide methylation, 120 min. Histone-lysine N-methyltransferase NSD2 (Homo sapiens), O96028; in the data active = inhibition above about 50%
Target sequence (O96028 whole entry, looked up): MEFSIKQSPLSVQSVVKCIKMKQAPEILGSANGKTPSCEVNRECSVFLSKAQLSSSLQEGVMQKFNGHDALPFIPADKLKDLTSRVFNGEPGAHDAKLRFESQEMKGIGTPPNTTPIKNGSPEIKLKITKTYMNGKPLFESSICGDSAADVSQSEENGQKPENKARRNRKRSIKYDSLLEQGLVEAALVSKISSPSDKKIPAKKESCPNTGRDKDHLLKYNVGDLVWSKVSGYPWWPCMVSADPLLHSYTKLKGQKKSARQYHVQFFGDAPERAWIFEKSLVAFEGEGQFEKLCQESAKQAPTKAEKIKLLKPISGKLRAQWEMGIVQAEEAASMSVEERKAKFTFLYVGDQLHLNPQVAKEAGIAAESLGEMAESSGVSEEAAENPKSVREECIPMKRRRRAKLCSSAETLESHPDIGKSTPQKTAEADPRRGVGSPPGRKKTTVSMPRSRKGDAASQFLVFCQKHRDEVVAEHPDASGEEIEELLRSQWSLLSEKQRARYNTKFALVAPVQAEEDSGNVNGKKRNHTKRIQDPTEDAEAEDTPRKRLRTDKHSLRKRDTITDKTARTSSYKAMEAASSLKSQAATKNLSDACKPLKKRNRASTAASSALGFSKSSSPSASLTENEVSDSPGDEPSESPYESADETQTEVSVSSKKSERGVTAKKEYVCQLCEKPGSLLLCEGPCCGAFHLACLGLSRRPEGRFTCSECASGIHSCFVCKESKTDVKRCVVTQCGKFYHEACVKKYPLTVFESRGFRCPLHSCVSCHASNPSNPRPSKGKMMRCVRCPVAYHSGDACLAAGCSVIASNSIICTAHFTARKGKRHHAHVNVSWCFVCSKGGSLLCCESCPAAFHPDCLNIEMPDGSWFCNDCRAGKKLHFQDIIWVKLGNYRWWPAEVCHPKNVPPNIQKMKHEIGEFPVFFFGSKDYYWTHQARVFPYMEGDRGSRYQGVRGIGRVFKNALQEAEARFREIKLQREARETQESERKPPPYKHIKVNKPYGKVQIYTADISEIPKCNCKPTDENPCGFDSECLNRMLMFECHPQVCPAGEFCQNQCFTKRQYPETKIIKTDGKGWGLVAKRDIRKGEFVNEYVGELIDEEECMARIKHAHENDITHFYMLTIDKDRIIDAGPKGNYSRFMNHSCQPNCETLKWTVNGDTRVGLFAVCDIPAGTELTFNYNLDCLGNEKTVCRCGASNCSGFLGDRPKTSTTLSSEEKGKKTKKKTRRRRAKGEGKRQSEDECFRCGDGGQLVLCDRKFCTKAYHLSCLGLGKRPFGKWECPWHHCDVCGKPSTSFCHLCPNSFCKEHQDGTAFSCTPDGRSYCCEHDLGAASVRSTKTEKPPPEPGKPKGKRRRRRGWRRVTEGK
CDK5 p35 inh – inhibitors of human CDK5/p35 kinase, primary screen, biochemical, single concentration. Cyclin-dependent kinase 5 (Homo sapiens) + Cyclin-dependent kinase 5 activator 1 (Homo …. Recombinant CDK5/p35, ADP-Glo luminescence, 60 min. inhibition, % at 10 µM. 330,000 compounds, 0.01% hits. AID 488839, 2010;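 active = highest replicate inhibition of at least 50% and at least 75% of replicates reaching 50%; inconclusive = only one of the two criteria met; inactive = both criteria failed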;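 also: plate controls were DMSO neutral control for no effect and GW8510 at 10 µM for full effect; many of its hits are not listed in these tables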
HTR5A ag ctr – HTR5A agonists in luminescence cell assay, primary screen, counter-screen for OPRM1-OPRD1 heterodimer agonist project, full-deck HTS; 5-hydroxytryptamine receptor 5A (Homo sapiens), P47898; cell-based; activation, % at 9.3 µM; 340,000 compounds, 0.61% hits; AID 504692, 2011; in the data active = activation mostly above about 9.5%, no sharp cut-off; inactive = mostly below about 7.6%;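 also: 0% = cells with vehicle only and 100% = reference agonist; strong numbers were not always called active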
V-ATPase pHluor – regulators of yeast V-ATPase proton pumping, primary screen, pHLuorin cytosolic pH fluorescence. S. cerevisiae. response, % at 10 µM. 350,000 compounds, 0.37% hits; in the data active = response mostly above about 7.3%, no sharp cut-off; inactive = mostly below about 5.4%; also: actives read high; inactives centre near 0; some compounds called inactive have numbers as strong as hits; reference of the scale not given here
SR-BI HDL uptake – inhibitors of SR-BI mediated HDL lipid uptake, primary screen, ldlA[mSR-BI] cells, fluorescence, single point; Scavenger receptor class B member 1 (Mus musculus), Q61009; inhibition, % at 12.5 µM; AID 488896, 2010; 320,000 compounds, 0.96% hits; ldlA[mSR-BI] CHO cells, DiI-HDL uptake fluorescence, 3 h;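 active = mean replicate inhibition of at least 70% and a set share of replicates each scoring 70 or more; inconclusive = meets just one of the two criteria; inactive = fails both criteria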;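 also: 0% = median of neutral control wells and 100% = median of positive control wells; values of inactives mirror those of a sister screen read the other way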
* = called active by the depositor; ? = inconclusive; nt = not tested or not shown.

mol	dFosB activator	Wnt act	MITF act	PvdQ inh	HTR5A inv ctr	NSD2 HMT inh	CDK5 p35 inh	HTR5A ag ctr	V-ATPase pHluor	SR-BI HDL uptake
O=C(N/N=C/c1ccc(-c2ccccc2Cl)o1)c1ccccc1	32*	7	32	-3	20	-1	1.1	-8	-2	23
O=C(O)CCn1c(=O)oc2cc(S(=O)(=O)N3CCCC3)ccc21	-4	-3	-6	-13	11	-1	0.4	-3	-4	-33
CCCCCC(=O)Nc1cccc(-c2nc3ncccc3o2)c1	-35	-1	9	2	6	-1	0.4	0	7	-6
COC(=O)c1cc(Br)c(=O)n(CCc2ccccc2)c1	-14	nt	-11	-8	13	-1	-0.7	1	-4	nt
Nc1cc(Cl)ccc1C(=O)OCC(=O)N1CCOCC1	-3	5	15	-5	-20	-2	-0.8	7	2	15
Cc1ncc(CO)c(/C=N/NC(=S)Nc2ccc(Cl)c(Cl)c2)c1O	-6	-1	-11	-12	9	nt	-1.6	-2	-2	-9
CCn1c(SCC(=O)N2CCCc3ccccc32)nc2c1c(=O)n(C)c(=O)n2C	-7	nt	2	-4	-3	-1	1.1	5	5	-11
O=C(COC(=O)/C=C/c1cccc(Cl)c1)Nc1cccc(S(=O)(=O)NC2=NCCC2)c1	-8	-3	3	2	20	-7	0.6	-1	0	10
O=C(COC(=O)CCc1c[nH]c2ccccc12)NCc1ccccc1	-5	-1	-3	-14	14	2	-0.6	-5	-1	0
COc1ccc(C2=C/C(=C\c3cccc(OC(C)=O)c3)C(=O)O2)cc1	-10	-4	15	1	21	0	0.0	9	3	19
CCS(=O)(=O)n1nc(-c2ccc(Cl)cc2)nc1N	8	9	nt	6	-18	nt	1.8	6	-1	-13
CCN(CC)CCCN(C(=O)c1ccc(Br)cc1)c1nc(-c2ccc(OC)cc2)cs1	13	0	11	4	5	3	-0.6	2	4	21
O=C(COC(=O)Cc1c(F)cccc1Cl)Nc1nnc(-c2ccccc2)o1	-12	3	3	-11	4	-2	-0.6	1	2	-4
CCC(C)C(NC(=O)C(C)NC(=O)CNC(=O)OC(C)(C)C)C(N)=O (centres undefined)	3	-3	2	7	-4	-3	-1.0	2	0	-5
CCN(CC)CCC(O)(c1ccc2c(c1)OCO2)c1cc(OC)c(OC)c(OC)c1 (centres undefined)	-12	1	3	-14	-22	2	-1.8	6	5	-3
O=S(=O)(NCCSCc1ccc(Cl)cc1Cl)c1ccc2c(c1)OCCO2	0	-3	-4	-10	-40	-4	-1.1	3	-3	-1
Clc1cccc(Cl)c1Cn1cnc2c(N3CCCCCC3)ncnc21	-13	-9	-18	-12	-15	-4	1.5	6	0	-10
CCOc1ccc(C(=O)n2cc(C(=O)OC)c3ccccc32)cc1	-4	1	nt	-23	10	-3	0.1	-3	-2	27
Cc1ccc(-n2c(C)csc2=N)cc1	7	nt	59	15	-7	2	-1.3	8	-2	16
CN(C(=O)CSc1nnc(-c2c[nH]c3ccccc23)n1C1CC1)C1CCS(=O)(=O)C1 (centres undefined)	-6	-3	-9	0	4	1	-0.6	-1	-4	-13

Going on with the list.
mol	dFosB activator	Wnt act	MITF act	PvdQ inh	HTR5A inv ctr	NSD2 HMT inh	CDK5 p35 inh	HTR5A ag ctr	V-ATPase pHluor	SR-BI HDL uptake
NC(=O)C1=C[C@@H](c2csc3ccccc23)C[C@@H](OCCCCO)O1	6	2	-11	-10	5	nt	-1.1	4	-8	-4
O=C(O)c1cccc(NS(=O)(=O)c2ccc(Oc3ccc(S(=O)(=O)Nc4cccc(C(=O)O)c4)cc3)cc2)c1	-2	3	-10	-13	-33	6	-0.2	1	7	9
O=C(Nc1ccccc1N1CCCCC1)c1cccc(Cl)c1	2	3	4	-15	-9	-1	-0.1	2	0	67
N#CCc1nnc2n1-c1ccccc1CCC2	0	nt	-4	-7	8	0	-0.1	-2	-1	-9
COc1ccc(C(=O)OCCNC(=O)c2ccncc2)cc1OC	-5	-1	8	-13	-10	-4	-0.2	1	-1	-21
c1cnn(-c2cc(N3CCOCC3)ncn2)c1	0	nt	-1	5	-22	0	-0.5	4	0	7
O=C(COc1cccc2cccnc12)Nc1ccccc1	-1	4	42	-8	2	-2	-1.0	-4	-1	3
O=C(NC(=S)NCc1ccc(-c2nc3ccccc3s2)cc1)c1ccco1	-3	nt	41	6	-12	2	-0.9	4	2	-21
COc1ccccc1-c1nnc(SC(C)C(=O)O)n1-c1ccccc1 (centres undefined)	-1	0	0	-5	-6	-2	-0.7	2	0	-20
Fc1ccc(C2CC(c3ccc(F)cc3)n3ncnc3N2)cc1 (centres undefined)	1	nt	nt	-18	7	7	0.3	-2	-2	nt
CCOc1ccc(Nc2nc(N)c3ccccc3n2)cc1	12	-2	nt	-14	-2	4	26	0	3	3
O=C(COC(=O)c1ccco1)Nc1nc2c(F)c(F)c(F)cc2s1	-4	-1	7	2	-16	3	-2.0	6	4	nt
CN(C)C(=O)CN1c2cccc3cccc(c23)S1(=O)=O	11	0	-7	-16	-25	-6	0.5	7	-1	nt
Cc1ccc(NC(=O)Cn2c([N+](=O)[O-])cnc2C)cc1Cl	?	0	-11	-10	-9	-1	-3.8	2	3	18
O=C(Nc1ccon1)c1ccc(S(=O)(=O)N2CCOCC2)cc1	2	-1	-5	4	-9	-5	-1.5	3	1	14
CCOC(=O)c1cnc(SC2CC(=O)N(c3ccccc3)C2=O)nc1N (centres undefined)	?	nt	-6	-10	-24	9	0.6	0	3	2
Cc1ccccc1CCNC(=O)C1CCC(=O)N(Cc2ccc(Cl)cc2)C1 (centres undefined)	-7	-1	9	-4	-13	-1	-1.1	2	6	4
CCN(CC)CCN1C(=O)C(=O)/C(=C(/O)c2ccc(OC)cc2)C1c1ccco1 (centres undefined)	-3	nt	10	1	1	2	-0.2	-4	0	-12
Cc1cccc(NC(=O)C(c2ccccc2Cl)N2CCOCC2)c1 (centres undefined)	0	-2	5	13	21	-2	-6.6	0	1	-22
Cc1cc(NC(=O)COC(=O)CSCc2ccc(Cl)c(Cl)c2)no1	-8	0	12	-2	-26	0	2.6	0	0	-38

Continued.
mol	dFosB activator	Wnt act	MITF act	PvdQ inh	HTR5A inv ctr	NSD2 HMT inh	CDK5 p35 inh	HTR5A ag ctr	V-ATPase pHluor	SR-BI HDL uptake
CCCN(CC(=O)Nc1ccccc1OC)C(=O)c1ccc2ncsc2c1	-5	7	-4	10	-13	-3	1.8	5	2	-4
COc1cccc(NC(=O)CN(C)C(=O)CCC(=O)c2cc(C)sc2C)c1	-7	2	4	2	-23	-1	0.5	8	4	18
CCN1CCN(c2c(Cl)cccc2NC(=O)c2ccc(Br)o2)CC1	0	nt	-3	-1	15	-3	-4.0	0	3	34
Cc1ccc(S(=O)(=O)N/N=c2\sc3ccccc3n2C)cc1	?	1	3	-7	-7	-1	-1.1	-2	2	-25
COC(=O)c1ccc(C)c(NC(=O)c2ccc(Cn3cc([N+](=O)[O-])cn3)o2)c1	1	-1	-4	-8	16	0	-1.5	-2	-1	22
NC(=O)C1CCCN1S(=O)(=O)c1ccc2ccccc2c1 (centres undefined)	-1	1	0	4	0	2	-1.9	4	-1	-18
Cc1nc2ccc(NC(=O)N3CCCCC3)cc2s1	1	nt	35	4	-7	1	3.3	6	2	-26
COc1ccccc1CC(=O)N1CCN(c2ccccc2)CC1	1	1	1	7	3	1	1.3	-1	1	-20
COc1ccc(C(=O)COC(=O)Cn2[nH]c(=O)c3ccccc3c2=O)c(OC)c1	-3	-1	6	1	-6	-1	-0.4	2	-1	-3
Cc1ccc(C2CC(=O)C=C(NCc3ccccc3)C2)cc1 (centres undefined)	-2	2	nt	-11	-7	1	-6.2	-2	1	-8
Cc1onc(-c2ccccc2)c1C(=O)Nc1ccc(S(=O)(=O)NC2=NCCCCC2)cc1	-4	-6	-9	4	6	nt	-0.3	0	-2	17
COc1cc(NC(=O)CN2C(=O)NC(C)(CC(C)C)C2=O)cc(OC)c1 (centres undefined)	-12	12	0	-4	-3	-2	0.6	2	-2	-2
COc1ccc(-c2[nH]ncc2-c2cscn2)c(O)c1	-2	-2	7	-13	nt	0	-0.2	nt	1	-14
O=C(Cc1ccc(F)cc1)Nc1cccc2cccnc12	-6	-5	-2	6	-2	-4	0.8	0	-7	17
Cc1nc2c(Br)c3nc(C(F)(F)F)[nH]c3c(Br)c2[nH]1	-9	nt	-4	-8	1	nt	2.0	-7	-1	-20
O=C(NCc1ccccc1)c1csc2c1CCCCC2	-2	6	20	-3	-24	0	1.7	9	-2	17
CCC(C)(C)n1nnnc1C(c1ccc(OC)cc1)N1CCN(C(=O)c2ccco2)CC1 (centres undefined)	-9	1	4	-7	13	nt	0.7	3	7	-6
CCCCC1=CC2=CC(=O)C(C)(OC(=O)CC)C(=O)C2=CN1CCCCO (centres undefined)	0	0	0	2	0	nt	-1.0	11	5	-1
